Bioassay records deposited in PubChem BioAssay by several laboratories.
SRC2 inh: human SRC2 (NCOA2) inhibition. actives 0.17% (n = 370,000). inhibition, % at 9 µM. AID 651957. Q15596. HEK293 GAL4-SRC2 luciferase reporter, luminescence;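 active = inhibition above the mean inhibition of all tested compounds plus 3 SD, set per campaign, cut at about 52% in these data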;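 also: 0% = DMSO treated cells and 100% = cells given Gossypol at 36 µM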
TLR9-MyD88 inh: inhibitors of human TLR9-MyD88 binding; AID 504734; Q9NR96+Q99836; actives 0.21% (n = 340,000); CHO BLA complementation TLR9-MyD88, CCF4 FRET ratio; inhibition, % at 4.98 µM;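 active = inhibition above the mean over all tested compounds plus 3 SD, cut at about 21% in these data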;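 also: 0% = DMSO only wells and 100% = clavulanate BLA inhibitor control wells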
Target sequence (Q99836 whole entry, looked up): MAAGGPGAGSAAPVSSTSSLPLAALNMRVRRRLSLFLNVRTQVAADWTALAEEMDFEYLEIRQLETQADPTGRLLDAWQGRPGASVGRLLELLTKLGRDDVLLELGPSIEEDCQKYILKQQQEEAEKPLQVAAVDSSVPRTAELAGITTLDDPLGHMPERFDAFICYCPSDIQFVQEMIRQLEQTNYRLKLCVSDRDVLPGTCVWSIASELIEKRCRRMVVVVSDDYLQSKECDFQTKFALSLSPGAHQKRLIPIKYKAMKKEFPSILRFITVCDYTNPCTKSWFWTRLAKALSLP
Target sequence (Q9NR96 whole entry, looked up): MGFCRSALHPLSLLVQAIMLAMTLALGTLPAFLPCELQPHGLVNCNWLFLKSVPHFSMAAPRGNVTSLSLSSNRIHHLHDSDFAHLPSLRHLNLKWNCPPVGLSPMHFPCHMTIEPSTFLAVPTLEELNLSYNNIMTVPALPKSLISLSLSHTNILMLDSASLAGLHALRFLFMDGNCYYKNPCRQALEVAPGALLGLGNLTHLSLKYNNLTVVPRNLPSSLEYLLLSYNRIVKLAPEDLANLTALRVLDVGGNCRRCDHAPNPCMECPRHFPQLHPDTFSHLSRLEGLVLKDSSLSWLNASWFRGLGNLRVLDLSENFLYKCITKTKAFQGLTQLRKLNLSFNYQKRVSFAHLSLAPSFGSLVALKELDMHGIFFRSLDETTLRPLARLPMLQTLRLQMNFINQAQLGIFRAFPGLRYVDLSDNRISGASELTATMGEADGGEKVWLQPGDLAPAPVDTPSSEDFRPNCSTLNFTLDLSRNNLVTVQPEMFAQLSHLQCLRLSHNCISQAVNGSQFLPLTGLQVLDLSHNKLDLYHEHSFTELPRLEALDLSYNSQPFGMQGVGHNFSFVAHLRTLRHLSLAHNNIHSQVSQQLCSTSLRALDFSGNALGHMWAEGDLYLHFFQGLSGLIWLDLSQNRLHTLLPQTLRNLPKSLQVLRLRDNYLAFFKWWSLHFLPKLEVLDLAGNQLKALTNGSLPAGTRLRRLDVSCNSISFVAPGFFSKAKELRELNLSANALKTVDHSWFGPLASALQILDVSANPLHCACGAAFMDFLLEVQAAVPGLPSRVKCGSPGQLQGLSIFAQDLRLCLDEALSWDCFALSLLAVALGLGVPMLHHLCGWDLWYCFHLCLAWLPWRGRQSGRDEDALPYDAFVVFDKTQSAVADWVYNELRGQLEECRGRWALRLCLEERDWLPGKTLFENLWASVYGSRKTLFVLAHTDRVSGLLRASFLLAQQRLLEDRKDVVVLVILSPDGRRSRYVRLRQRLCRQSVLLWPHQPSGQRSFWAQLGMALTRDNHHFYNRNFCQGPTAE
NR5A2 inv ag: suppresses constitutive activity of human LRH-1. O00482. HEK293T StAR-luciferase reporter, LRH-1 transfected, 24 h. inhibition, % at 3.6 µM. actives 0.13% (n = 360,000). AID 602396;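 active = inhibition above the mean inhibition of all tested compounds plus 3 SD, cut at about 73% in these data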;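 also: 0% = DMSO wells and 100% = reporter-only cells lacking LRH-1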
Vif imaging: HIV Vif inhibition; HEK293T cells, Vif self-association by quenched fluorescence, imaging, 24 h; inhibition, % at 7.49 µM; actives 0.35% (n = 340,000); in the data active = inhibition above about 50%, passing the limit was not always enough; also: some results filed as inactive read as strong as hits
NR2F2 inh: inhibitors of human COUP-TFII (NR2F2); inhibition, % at 8.6 µM; AID 686940; actives 0.7% (n = 370,000); HEK293T NGFI-A luciferase reporter, luminescence;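 active = inhibition above a per-plate cutoff, mean inhibition of test wells between control levels plus 3 SD, cut at about 38% in these data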;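 also: cells cotransfected with COUP-TFII expression vector driving the NGFI-A reporter; 0% = median of COUP-TF2 test wells and 100% = reporter-only cells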
TROY signal inh: inhibitors of TROY-dependent NF-kB signaling; Q293 LMP1-TROYcd NF-kB luciferase reporter, 4 h; AID 1347056; actives 0.98% (n = 360,000); inhibition, % at 10 µM;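 active = compounds whose plate-normalised and pattern-corrected inhibition of the luciferase reporter signal at the single screening dose is 50% or more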
NOD2-RIPK2 inh: blocks binding of human NOD2 to RIPK2. CHO BLA complementation NOD2-RIPK2, CCF4 ratio. inhibition, % at 4.98 µM. actives 0.38% (n = 360,000). AID 624267; in the data active = inhibition above about 21%;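 also: 0% = vehicle only and 100% = reference blocker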
SRC3 inh: human NCOA3 inhibition. HEK293 GAL4-SRC3 luciferase reporter, luminescence. actives 0.17% (n = 360,000). inhibition, % at 3.6 µM. AID 588352. Q9Y6Q9;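 active = inhibition above a per-campaign cutoff, the mean of all compounds plus 3 SD, cut at about 60% in these data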;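 also: 0% = DMSO-treated cells and 100% = gossypol-treated cells at 36 µM; higher means less SRC3-driven luciferase light from the GAL4 reporter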
TRAIL sens C8: sensitizes caspase-8 expressing cells to TRAIL | NB7+C8 cells + TRAIL, ATPlite viability luminescence | inhibition (viability loss, TRAIL sensitization), % at 10 µM | actives 1% (n = 360,000);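 active = compounds causing at least 50% loss of cell viability in the single-dose screen, relative to plate controls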
SRC1 inh: inhibitors of human steroid receptor coactivator 1 (SRC1); HEK293 GAL4-SRC1 luciferase reporter, luminescence; Q15788; inhibition, % at 3.6 µM; AID 588354; actives 0.12% (n = 360,000);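 active = inhibition above the campaign mean plus 3 SD, with each screening campaign given its own cutoff, cut at about 60% in these data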;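 also: 0% = DMSO treated cells and 100% = gossypol at 36 µM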
LMP1 NFkB inh: reduces LMP1-driven NF-kappaB luciferase signal; LMP1-induced NF-kappaB luciferase reporter cells, luminescence; inhibition, % at 12.5 µM; actives 0.69% (n = 350,000); in the data active = inhibition above about 41%;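 also: 0% = neutral control wells and 100% = reference inhibitor control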
Starred values were filed as active, the others as inactive; nt = not tested or not shown. Not all compounds are listed; the hit share may differ from the screen's.

molecule,SRC2 inh,TLR9-MyD88 inh,NR5A2 inv ag,Vif imaging,NR2F2 inh,TROY signal inh,NOD2-RIPK2 inh,SRC3 inh,TRAIL sens C8,SRC1 inh,LMP1 NFkB inh
COc1cccc(OC)c1C(=O)O/N=C(\N)c1ccncc1,6,6,1,16,6,-7,-12,6,6,7,0
O=C(NC(=S)Nc1ccc([N+](=O)[O-])cc1O)C1CCCCC1,-5,9,10,-32,14,-11,-5,-17,3,-13,-8
CCCC(=O)Nc1ccc(C(=O)/C=C/c2ccc(SC)cc2)cc1,10,10,-1,0,5,17,12,6,1,-14,15
COc1ccc(C2CC(c3ccc(Br)cc3)=NN2C(=O)c2cccnc2)cc1 (centres undefined),-20,-11,7,-8,16,18,-4,12,-12,-11,3
CCN(C(=O)Cn1ccc(C(F)(F)F)n1)c1c(N)n(Cc2ccccc2)c(=O)[nH]c1=O,10,-2,1,-5,2,-7,0,-6,-2,3,-5
COc1ccc(/C=N\NC(=O)c2ccccc2OC)cc1COc1c(F)c(F)c(F)c(F)c1F,22,-13,7,-3,12,-20,-7,-16,5,11,3
CCCCCn1c(=O)[nH]c2cc(C(=O)NCCCN3CCCCC3CC)ccc2c1=O (centres undefined),-22,2,-9,23,2,3,6,-2,2,8,-3
CNc1ncnc2c1cnn2C1CCCCO1 (centres undefined),-15,5,-8,18,-25,-11,-5,6,-4,-6,4
O=C(COc1ccccc1)NC1CCCCC1,-6,5,-18,3,5,-13,4,12,1,8,2
O=C(CN1CCN(S(=O)(=O)c2ccc(F)cc2)CC1)NC1CCCC1,7,-2,-15,1,3,-5,2,0,2,-10,-2
COc1ccc(CCN2C(=O)CC(N3CCOCC3)C2=O)cc1 (centres undefined),1,0,6,nt,-13,-7,-5,-16,-7,-3,-3
Cc1[nH]n(-c2nc(-c3ccc(Cl)cc3)cs2)c(=O)c1N=Nc1ccc(O)cc1,13,nt,-37,3,-6,41,-11,-13,80*,-21,-42
N#Cc1ccccc1NC(=O)CSc1nnc(-c2ccccc2)n1-c1ccccc1,-23,-6,11,-3,7,-14,0,10,3,5,-5
O=C(CC(=O)Nc1ccc(F)cc1F)Nc1ccc(F)cc1F,7,-3,4,-11,-29,-1,-5,-4,8,5,4
COc1ccc2c(c1OC)C(=O)N(c1ccc(O)cc1)C2,-40,0,-38,15,-35,-34,-10,-47,48,-34,2
CO/C([O-])=N/c1c[n+](-c2ccc(C)cc2)no1,-34,0,-20,-8,-10,-26,-1,-17,0,-6,-10
O=C(Nc1ccc(F)cc1)/C(Cl)=C/c1ccccc1,-41,4,-125,2,-51,-41,3,-87,9,-77,-19
COc1ccc(CN(C)C(=O)Cc2ccc(OC)c(S(=O)(=O)N3CCOCC3)c2)cc1,-16,3,2,2,-2,10,7,-5,-8,-8,-3
Cc1ccc(NCc2nnc3n2CCCCC3)cc1,-35,-3,-49,-6,-29,-74,-11,-21,-16,-35,-6
CCn1cnc2sc(C(=O)Oc3ccc(Br)cc3)c(C)c2c1=O,-12,nt,-21,-6,7,-19,-6,1,-2,-11,-8
Cn1nnnc1SCC(=O)N1CCc2ccccc2C1,-22,-8,-8,4,-35,-10,-10,-38,-3,-24,8
CCOC(=O)c1cnn(-c2cccc(Cl)c2)c1N,-39,-8,-22,0,-1,-49,-1,-17,10,-50,-5
COC(=O)N(C)C[C@@H]1OCc2cn(nn2)CCCC(=O)N([C@@H](C)CO)C[C@H]1C,-9,-4,-10,-5,0,1,0,0,6,-16,-1
O=C1SCCc2c1n(Cc1ccccc1)c1ccccc21,9,-2,-22,1,-15,8,1,-11,0,-10,-15
CCOC(=O)c1cnc(SCC(=O)Nc2nnc(CC)s2)nc1N,5,-5,-34,-2,1,-4,-12,12,23,-9,11
COc1ccc(NC(=O)CCSc2ccc(F)cc2)cc1,-44,-8,-124,20,-51,-93,-1,-51,-2,-76,-12
Cc1ccc(-n2nc(C)c(C(=O)O)n2)c(C)c1,-6,1,7,-18,11,11,12,14,1,5,-3
Cc1[nH]c2ccc(F)cc2c(=O)c1SC(F)(F)C(F)F,-7,-5,-14,nt,6,8,-14,-17,-11,-13,-4
CCN1CCN(C(c2cccs2)C(C)NC(=O)c2cccc(OC)c2OC)CC1 (centres undefined),4,-2,-17,nt,5,24,13,-12,-4,12,-9
Cc1ccccc1-n1nc2c(c1NC(=O)C1CCCC1)CS(=O)(=O)C2,-3,-5,-3,-2,1,0,-7,7,-1,-54,-7

Profiles as entered above. Screens in order: SRC2 inh, TLR9-MyD88 inh, NR5A2 inv ag, Vif imaging, NR2F2 inh, TROY signal inh, NOD2-RIPK2 inh, SRC3 inh, TRAIL sens C8, SRC1 inh, LMP1 NFkB inh
`CO/C([O-])=N/c1c[n+](-c2ccc(C)cc2)no1` in the list: -34, 0, -20, -8, -10, -26, -1, -17, 0, -6, -10
`Cn1nnnc1SCC(=O)N1CCc2ccccc2C1` in the list: -22, -8, -8, 4, -35, -10, -10, -38, -3, -24, 8

(list continues)
molecule,SRC2 inh,TLR9-MyD88 inh,NR5A2 inv ag,Vif imaging,NR2F2 inh,TROY signal inh,NOD2-RIPK2 inh,SRC3 inh,TRAIL sens C8,SRC1 inh,LMP1 NFkB inh
Cc1ccc(CNCCCSc2ncccn2)cc1,-29,-6,5,60*,-17,0,2,10,-1,-4,-8
CCN(CCNC(=O)CS(=O)(=O)Cc1nc(-c2cccc(OC)c2)oc1C)c1ccccc1,1,4,-1,2,-1,5,3,-8,5,-12,3
Cc1c(OC(C(=O)O)c2ccccc2)ccc2c1oc(=O)c1ccccc12 (centres undefined),-5,-17,5,1,-21,-28,4,-3,12,-2,-2
COc1cc(OC)cc(C(=O)O/N=C(\N)c2cccc(C)c2)c1,-41,-6,-23,-4,-1,-57,0,-30,32,-29,-6
S=C(NCCOCCOCCNC(=S)Nc1ccccc1)Nc1ccccc1,0,0,-4,0,8,0,-7,10,3,-25,4
S=c1[nH]nc(CSCc2ccc(Cl)cc2Cl)n1-c1ccccc1,-15,7,-37,-3,-19,11,3,-6,-16,6,8
O=C(OCc1c(Cl)cccc1Cl)c1ccncc1,-27,-3,-1,17,7,11,3,3,-22,6,5
Cc1cccn2c(=O)c3cc(C(=O)NCc4ccco4)c(=N)n(C4CCCCC4)c3nc12,nt,-17,17,11,nt,-14,-2,19,1,1,-6
CCCNc1nc2c(c(=O)[nH]c(=O)n2C)n1CCOc1ccccc1,4,1,18,-7,-38,-12,4,-18,3,6,2
COc1ccc(OC)c(NC(=O)c2nc3ccccc3s2)c1,-1,-3,18,-5,2,-34,0,8,-7,-7,-31
CCOC(=O)c1c(C)cc(C)n2c1nc1ccccc12,-20,1,13,1,-22,13,6,11,7,-5,-12
Cc1ccc(NC(=O)c2ccc(NCCN)c([N+](=O)[O-])c2)cc1,-40,-7,-8,9,-18,-42,6,-16,18,-54,-2
S=C(NC1CC1)N1CCCc2ccccc21,0,-1,-9,0,4,6,-4,-15,19,3,1
CCOP(=O)(OCC)C(NC(=O)Nc1ccc(C)cc1)C(N)=O (centres undefined),-14,nt,13,-9,1,8,0,15,-15,-14,nt
COC(C[C@H]1O[C@H]1C(=O)[C@@H](C)OCc1ccccc1)OC,-3,-14,3,nt,-4,-6,-8,-9,-1,-34,-1
C=CCOc1cccn2c(N(C=O)Cc3ccc(OC)cc3)c(CC)nc12,17,nt,22,19,-2,8,-3,11,-3,1,nt
COc1ccc(C(=O)N2CCCC(CO)(Cc3ccccc3C)C2)o1 (centres undefined),-3,-1,-11,-11,-1,9,-9,9,-9,-13,-10
c1ccc(NN(Cc2ccccn2)c2ccccc2)cc1,-8,-7,-5,7,-5,-15,-5,-7,-4,-13,-4
COc1ccc(NC(=O)CCNS(=O)(=O)c2cccc3nonc23)cc1,-33,2,16,-5,-9,-9,-1,10,-3,-3,-12
CCOC(=O)CNC(=O)CSc1nnc(COc2ccc(Cl)cc2)n1CC,-29,-2,-15,-5,-8,-3,5,-40,5,-11,-8
CCN1C(C)=C(C)S/C1=C1\SC(=S)N(NC(C)=O)C1=O,-3,-12,9,2,5,14,-6,0,-1,16,3
Cc1noc(C)c1COc1ccc(C(=O)N2CCCC(C(F)(F)F)C2)cc1 (centres undefined),3,-10,-9,-11,17,-6,-11,1,2,-11,-8
CC(=O)N1c2c(cc(Br)cc2S(=O)(=O)Nc2c(C)n(C)n(-c3ccccc3)c2=O)CC1C (centres undefined),15,-10,5,-7,-5,4,-9,-5,-10,-12,-1
COc1ccc(/C=N/n2c(=O)[nH]c3c([nH]c4ccc(Cl)cc43)c2=O)cc1CN1CCCCC1,-18,5,15,7,-8,-10,7,-5,-7,-17,9
CCCCn1nnnc1C(c1ccc(OC)cc1)N1CCN(C/C=C/c2ccccc2)CC1 (centres undefined),20,nt,22,-7,-6,10,-2,-1,-8,-6,nt
Clc1ncnc2scc(-c3ccc(Br)cc3)c12,23,-4,-2,1,3,-25,7,10,23,-6,4
Cc1ccc(-c2cc(-c3ccc4c(c3)OCO4)c(C#N)c(N)n2)o1,-24,-5,4,-4,-8,2,6,-1,-7,4,-15
COc1ccc(CN2C[C@@H](CO)O[C@@H](n3cnc4c(NCCN(C)C)ncnc43)C2)cc1,10,nt,-13,6,8,-13,-20,-4,5,1,nt
N#Cc1ccc(OCc2ccc(C(=O)O)o2)cc1,-9,19,2,13,-17,-2,1,-8,-1,7,-7
